# Giardia FBPA inh = Giardia lamblia aldolase inhibition | AID 2451 | purified Giardia FBPA | 0.71% of 290,000 active | Potency, µM (series often up to 59.6 µM), for inactives: at the top dose activity, negative = inhibition, actives largely listed as inhibitors | A8B2U2; note: potency is the fitted concentration of half-maximal effect; % is set by controls: 0 for no effect and ±100 for the full control effect; nearly all actives have a fitted effect of over 55% in size
# Target sequence (A8B2U2 whole entry, looked up): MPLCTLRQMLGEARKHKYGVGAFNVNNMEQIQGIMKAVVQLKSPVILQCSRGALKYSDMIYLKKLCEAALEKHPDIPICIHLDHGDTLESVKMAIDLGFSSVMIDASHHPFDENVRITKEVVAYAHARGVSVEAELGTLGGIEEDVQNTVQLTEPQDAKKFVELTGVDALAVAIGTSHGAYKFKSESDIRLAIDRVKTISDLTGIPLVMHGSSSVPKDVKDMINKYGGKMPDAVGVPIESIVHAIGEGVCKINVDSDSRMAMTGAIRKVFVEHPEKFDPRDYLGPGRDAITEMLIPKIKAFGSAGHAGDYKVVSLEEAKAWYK
#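 40 nM FBPA preincubated 10 min at RT with compound (up to 57.5 uM final), then substrate plus GAPDH/TPI/NAD/arsenate coupling and diaphorase/resazurin added. Fluorescence read after 20 min at RT, 525/598 nm.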
# Shiga toxin inh = inhibitors of Shiga toxin in Vero cells | Vero cells, Shiga toxin protein synthesis inhibition reporter | AID 2315 | inhibition, % at 38.7 µM | 9.2% of 290,000 active; in the data active = inhibition mostly above about 28%, no sharp cut-off; inactive = mostly below about 43%; note: 0% is about no effect
# HCMV inh = inhibitors of human cytomegalovirus; AID 1259415; 4.5% of 410,000 active; HFF cells, HCMV-luciferase reporter, 72 h; active compounds read low; activity change, negative = inhibition, % at 57.5 µM; in the data active = activity change below about -60%; inconclusive = no clear call, values can overlap the other calls; inactive = above about -39%; note: % is set by controls: 0 for no effect and ±100 for the full control effect
#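 Screen run at 2 compound doses on HFFs infected with reporter HCMV, MOI 1 PFU/cell. Luciferase activity from cell lysates at 72 h post infection gave inhibition relative to buffer-only and Salinomycin wells.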
# AmpC inh detg = AmpC beta-lactamase inhibition with detergent present. P00811. AmpC hydrolysis of nitrocefin, absorbance 480 nm, 0.01% Triton. Potency, µM (titrated, usually from 114 µM), inactives show top-dose activity change, negative = inhibition, most hits filed as inhibitors. 0.041% of 370,000 active. AID 485294;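 note: potency is the fitted concentration of half-maximal effect; 0% = no-compound wells and -100% = no-enzyme wells; nearly all actives have a fitted effect of over 25% in size; some results filed as inactive show a strong effect at the top dose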
# Target sequence (P00811 whole entry, looked up): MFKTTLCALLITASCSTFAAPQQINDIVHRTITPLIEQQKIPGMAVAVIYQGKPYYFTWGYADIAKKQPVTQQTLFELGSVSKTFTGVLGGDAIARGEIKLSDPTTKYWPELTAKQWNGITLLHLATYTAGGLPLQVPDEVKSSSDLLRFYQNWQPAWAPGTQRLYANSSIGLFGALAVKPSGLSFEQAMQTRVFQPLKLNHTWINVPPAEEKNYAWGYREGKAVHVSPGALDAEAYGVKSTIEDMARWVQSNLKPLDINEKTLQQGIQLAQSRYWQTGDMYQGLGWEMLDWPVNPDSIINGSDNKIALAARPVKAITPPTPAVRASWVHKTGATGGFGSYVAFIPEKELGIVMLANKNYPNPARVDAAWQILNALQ
#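 20 mM phosphate pH 7.0 + 0.01% (detergent screen) or 0.0001% Triton X-100; 5.3 nM AmpC reagent; cpd preinc 15 min RT; nitrocefin (800 uM stock) to start; A480 q20 s × 4 min; Activity was normalised to no-enzyme and no-compound control wells.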
# AmpC inh no detg = blocks E. coli AmpC beta-lactamase in detergent-free assay | Potency, µM (top dose mostly 57.1 µM), without a hit: top-dose activity change, negative = inhibition, actives largely listed as inhibitors | 0.52% of 330,000 active | P00811 | AmpC nitrocefin hydrolysis, absorbance 480 nm, 0.0001% Triton | AID 485341;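 note: potency is the fitted concentration of half-maximal effect; plate controls were no compound for no effect and no enzyme for full effect; nearly all actives have a fitted effect of over 20% in size; some results filed as inactive show a strong effect at the top dose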
#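 20 mM phosphate pH 7.0 + 0.01% (detergent screen) or 0.0001% Triton X-100; 5.3 nM AmpC reagent; cpd preinc 15 min RT; nitrocefin (800 uM stock) to start; A480 q20 s × 4 min; Activity was normalised to no-enzyme and no-compound control wells.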
# AMA1-RON2 inh = disrupts binding of P. falciparum AMA1 to RON2; AlphaScreen AMA1-biotinylated RON2 peptide binding; Potency, µM (top dose mostly 58.2 µM), for inactives: at the highest dose activity change, negative = inhibition, most hits filed as inhibitors; 0.2% of 360,000 active;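 note: potency is the fitted concentration of half-maximal effect; 0% = vehicle wells and -100% = peptide control; nearly all actives have a fitted effect of over 45% in size; some results filed as inactive show a strong effect at the top dose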
#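 AMA1 (3D7) with his tag at 25 nM final met compounds first, then biotinylated RON2 peptide at 25 nM; detection used donor plus acceptor beads, 10 µg/mL apiece, read by AlphaScreen after 30 min at room temperature.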
# Cycloheximide cs = counter-screen for Shiga toxin inhibitors: cycloheximide protein synthesis inhibition; cell reporter, cycloheximide protein synthesis inhibition counterscreen; max response, %; 12% of 300,000 active; in the data active = max response mostly above about 13%, no sharp cut-off; inactive = mostly below about 14%; note: read at 38.3 µM for the half of the compounds with a filed dose; 0% is about no effect
# The depositor's hits bear a star; ? = inconclusive; · = no result given; & = joins results of further samples; [ ] = dose if it differs, or a comment. Unless noted, calls come from the whole dose curve; as a rule, active = well fitted curve in the direction sought with a large enough effect; inconclusive = small, poorly fitted or top-dose-only effect, or another doubt; inactive = no such curve, though single readings can be large; an effect the other way counts as inactive or inconclusive.
SMILES,Giardia FBPA inh,Shiga toxin inh,HCMV inh,AmpC inh detg,AmpC inh no detg,AMA1-RON2 inh,Cycloheximide cs
COC(=O)C1CCN(C(=O)COC(=O)C2CCN(S(=O)(=O)c3ccc(C)c(C)c3)CC2)CC1,·,·,10.7,-13.9%,7.1%,-3.0%,·
O=C(Cn1ncc2c([nH]c3ccccc32)c1=O)NCC1CCN(Cc2ccc(F)cc2)CC1,6.2%,-2.1,-3.5&5.9,-4.0%&2.2%,0.2%,-6.5%,0.9
O=C(OCC(=O)N1CCN(c2ccccc2)CC1)c1ccccc1OC(F)F,·,·,-28.2,-12.1%,-11.7%,-6.0%,·
Cc1ccccc1OCC(O)CN(CCO)Cc1ccccc1 (stereo unspecified),-3.8%,0.0,?,?,17.8%,0.1%,-3.0
C[C@H](CO)N1C[C@H](C)[C@@H](CN(C)S(=O)(=O)c2ccccc2)Oc2ccc(NC(=O)Cn3cnnn3)cc2C1=O,·,·,26.1,·,47.2%,-3.2%,·
C[C@]12C(=O)N(c3cccc(F)c3)C(=O)N1[C@H]1c3ccccc3OC[C@@H]1[C@H]2c1ccccc1,·,·,?,·,-23.4%,-8.6%,·
O=C(Nc1ccc(S(=O)(=O)Nc2ncccn2)cc1)c1cc([N+](=O)[O-])ccc1Cl,-24.9%,5.3,4.3,-7.3%,-1.5%,?,0.8
O=C(NCc1ccc(F)cc1)c1ccc[nH]1,-3.4%,24.2,-21.1,-0.2%,-22.3%,-5.6%,-3.3
COC(=O)c1cnn(C(=O)c2ccccc2Br)c1N,1.3%,5.8,2.0,-12.7%,-13.8%,0.2%,-0.9
COc1ccc(CCNC(=O)CN2c3cccc4cccc(c34)S2(=O)=O)cc1,·,·,-37.7,-16.3%,-26.8%,8.7%,·
CC(C)(C)NC(=O)c1cc(-c2ccccc2)n[nH]1,-8.1%,11.0,8.4,2.6%,-14.1%,-5.6%,3.7
Cc1c(C(=O)N2CCOCC2)c(S(=O)(=O)Nc2ccc(F)cc2)c(C)n1C,·,14.7,0.0,-11.6%,-1.4%,-10.3%,-7.2
CC(=O)c1cccc(Nc2nc(-c3cccnc3)cs2)c1,3.0%,58.2*,38.4,-18.9%,-34.4%,-9.5%,50.6*
COc1ccc(CN(C)c2ncnc(N)n2)cc1,2.0%,-17.2,-31.1,-12.2%,-16.3%,3.9%,-2.7
CC(C)NC(=O)c1onc(CSc2cccc(F)c2)c1C(=O)O,-12.7%,7.6,9.1,?,-9.6%,-0.4%,0.0
CCc1cccc(C)c1NC(=O)COC(=O)c1ccc2c(c1)S(=O)(=O)c1ccccc1C2=O,-0.1%,-13.8,-4.0,?,-56.4%,-23.8%,-4.0
CCCCCCC(=O)N=Nc1c(O)[nH]c2ccc([N+](=O)[O-])cc12,7.6%,-2.2,23.4,1.6%,-54.2%,16.1%,-3.2
COc1ccc(N2CCN(Cc3cc(=O)oc4ccc5ccccc5c34)CC2)cc1,-16.0%,2.1,-29.7,-10.0%,-18.2%,-8.4%,-3.1
O=C(/C=C/c1ccc([N+](=O)[O-])cc1)NNC(=O)C1CC1,5.8%,-12.8,-25.6,0.9%,-9.0%,71.2%[activator],4.6
CCC(Sc1nc2ccncc2[nH]1)C(=O)Nc1cc(Cl)ccc1C (stereo unspecified),?,12.3,-24.7&-4.8,3.9%&11.4%,-56.3%,-0.9%,-5.7

# Another view of part of the listing above:
# Value order – Giardia FBPA inh | Shiga toxin inh | HCMV inh | AmpC inh detg | AmpC inh no detg | AMA1-RON2 inh | Cycloheximide cs
CCC(Sc1nc2ccncc2[nH]1)C(=O)Nc1cc(Cl)ccc1C (stereo unspecified)
  ? | 12.3 | -24.7&-4.8 | 3.9%&11.4% | -56.3% | -0.9% | -5.7
COc1ccc(N2CCN(Cc3cc(=O)oc4ccc5ccccc5c34)CC2)cc1
  -16.0% | 2.1 | -29.7 | -10.0% | -18.2% | -8.4% | -3.1
COC(=O)C1CCN(C(=O)COC(=O)C2CCN(S(=O)(=O)c3ccc(C)c(C)c3)CC2)CC1
  · | · | 10.7 | -13.9% | 7.1% | -3.0% | ·
CC(=O)c1cccc(Nc2nc(-c3cccnc3)cs2)c1
  3.0% | 58.2* | 38.4 | -18.9% | -34.4% | -9.5% | 50.6*
COc1ccc(CCNC(=O)CN2c3cccc4cccc(c34)S2(=O)=O)cc1
  · | · | -37.7 | -16.3% | -26.8% | 8.7% | ·

# The list continues.
SMILES,Giardia FBPA inh,Shiga toxin inh,HCMV inh,AmpC inh detg,AmpC inh no detg,AMA1-RON2 inh,Cycloheximide cs
COC(=O)[C@@]1(Cc2ccc(F)cc2)[C@H]2c3cc(C(=O)N(C)C)[nH]c3C[C@H]2CN1C(=O)c1ccccc1,-11.2%&-6.1%,-8.2,-34.6,?,179.7%[activator],-1.2%,-0.6
CCOC(=O)CNS(=O)(=O)c1cc(-c2nn(C)c(=O)c3ccccc23)ccc1C,-12.2%,-8.8,32.8,8.8%,64.5%[activator],12.5%,-2.1
Cc1ccc2oc(-c3cccc(NC(=S)NC(=O)/C=C/c4ccco4)c3)nc2c1,-0.5%,68.7*,-28.2,-14.0%,-29.2%,-9.6%,51.6*
CCOC(=O)c1cc(C#N)c(SCc2ccc(C#N)cc2)nc1C,0.3%,-12.6,66.8,-16.5%,-2.1%,11.7%,-2.7
COc1ccc(C(=O)c2ccc(OC)c3cccc(O)c23)cc1OC,?,-6.5,-6.0,-2.6%,-28.7%,-2.5%,6.7
COc1ccc(CC(=O)NCCN2CCCC2)cc1,-1.3%,30.0,8.9,0.4%,-12.1%,12.3%,19.2
CCCC1CCC(C2=N/C(=C\c3ccc(OC)c(OC)c3)C(=O)O2)CC1 (stereo unspecified),-0.2%,-8.5,61.8,-4.0%,-40.1%,-10.4%,-5.8
COc1cc(/C=C(\C#N)c2nc3c(s2)CCCC3)ccc1O,-11.6%,68.0*,·,-8.8%,-7.4%,·,50.2*
CCCCC1=CC2=CC(=O)C(C)(OC(=O)CC)C(=O)C2=CN1CCN1CCOCC1 (stereo unspecified),?,-1.9,·,-1.0%,308.1%[activator],0.7%,-3.6
CCOC(=O)c1c(NC(=O)COc2ncnc3ccccc23)sc(C)c1CC,0.2%,-10.2,32.4,7.8%,4.4%,-4.1%,-7.7
CCc1ccc(OCCNC(=O)c2ccc(S(=O)(=O)N(C)C)cc2)cc1,5.5%,-7.0,-2.2,-11.2%,-1.5%,-2.7%,-0.8
Cc1cc(C)nc(-n2ncc3c2CC(c2ccccc2C)CC3=O)n1 (stereo unspecified),3.9%,-12.5,?,-13.4%,-8.0%,-4.6%,-3.8
COC(=O)C(C)NC(=O)C1CCCN1S(=O)(=O)c1cc(C)c(Cl)cc1C (stereo unspecified),1.1%,-6.1,14.7,-9.6%,18.5%,-7.6%,-2.7
O=C(C1CCN(C2CCN(C/C(Cl)=C/c3ccccc3)CC2)CC1)N1CCOCC1,0.6%,-6.2,-35.0,5.8%,44.1%,-21.1%,-3.7
CCOC(=O)COc1ccc2c(c1)C(=O)CC(C)(c1cccnc1)O2 (stereo unspecified),-0.5%,-11.2,-1.7,-16.3%,7.4%,-3.9%,19.7
O=C(O)CCCCCNc1ccc2nsnc2c1[N+](=O)[O-],-28.5%,13.3,19.9,?,-6.4%,-0.9%[11.6 µM],5.6
COc1cc(NC(=O)c2cccc(Cl)c2)ccc1NC(=O)c1cccs1,-9.8%,97.7,-10.6,-1.7%,-30.8%,-1.4%,16.5*
CNc1nc(C)c(C(=O)c2ccc(Cl)cc2)s1,7.7%,34.9,9.5,?,238.1%[activator],33.8%[activator],8.0
COc1ccc(/C(C)=N/NC(=O)C2C3CCCCC32)c(OC)c1 (stereo unspecified),1.2%,40.6*,-5.3,?,-10.0%,2.2%,12.0
COc1ccc(C=C(C#N)C#N)c(CSc2ccccn2)c1,-17.1%,-2.5,16.7,-4.6%,-27.9%,-4.2%,-3.4
COc1ccccc1CC(=O)Nc1nc(-c2ccc(F)c(F)c2)cs1,-1.8%,43.9*,-20.3,-9.1%,-51.3%,-7.1%,25.6*
CC1CC(C)CN(CCCNC(=O)c2ccc3c(c2)NC(=O)CS3)C1 (stereo unspecified),0.6%,-3.0,0.0,-2.9%,-18.0%,-11.2%,-0.7
CC(C)(C)c1nc(Sc2ncccc2[N+](=O)[O-])n[nH]1,1.6%,-4.2,-33.5,9.8%,0.2%,-9.6%,-2.0
Cc1cccc(NC(=O)C2CCN(S(=O)(=O)c3cccc4cccnc34)CC2)n1,3.5%,-14.1,-18.8,?,-0.2%,-0.9%,4.5
COC(=O)c1sccc1NC(=O)CSCC(=O)O,8.5%,-3.1,-20.8,?,-5.3%,14.9%,9.3
CCC(C)N1CCN(S(=O)(=O)c2ccc3ccccc3c2)CC1 (stereo unspecified),?,-9.8,9.1,-9.0%,-5.7%,?,-8.0
Cc1sc(NC(=O)c2ccccc2)c(C(c2ccccn2)N2CCN(CCO)CC2)c1C (stereo unspecified),-0.7%,-15.6,-62.4*,-1.6%,350.2%[activator],10.2%[2.32 µM],-3.4
COc1ccc(-c2coc3cc(O[C@@H]4O[C@H](CO)[C@@H](O)[C@H](O)[C@H]4O)c(OC)cc3c2=O)cc1,·,·,79.9,·,-8.7%,7.3%,·
Cc1ccc(NC(=O)c2cccs2)cc1[N+](=O)[O-],-13.5%,38.0*,13.9,-6.4%,-33.7%,-1.6%,35.6*
O=c1c2c(nc3cc(-c4cccc(F)c4)[nH]n13)CCC2,-9.3%,94.8*,6.0,-13.5%,-27.6%,20.0%,50.7*
CN(C)c1ccc(/C=C(\C#N)C(=O)NCc2ccco2)cc1,-3.4%,84.8*,·,?,-17.9%,·,49.8*
CCCCNc1nc2c(c(=O)[nH]c(=O)n2C)n1CCOc1ccccc1,5.2%,-7.5,39.6,-9.5%,-5.0%,14.2%,-2.4
Cc1nn(C)cc1CN(C)C(=O)c1sc2cccc(Cl)c2c1Cl,-2.2%,-10.1,-9.3,-11.2%,118.9%[activator],1.1%,0.9
COc1cc2c(cc1OC)CN(C(=O)CN1CCN(S(=O)(=O)c3ccc(C)c(C)c3)CC1)CC2,·,12.7,-16.8,-7.7%,211.0%[activator],-9.6%,-11.3
Nc1nc2n(n1)C(c1c(F)cccc1Cl)CC(c1ccc(F)cc1)N2 (stereo unspecified),-11.7%,-5.7,-10.4,-16.1%,15.8%,-1.1%,-4.3
Cc1cccc(N2C(=S)NC3c4ccccc4OC2(C)C3C(=O)N(C)C)c1 (stereo unspecified),1.0%,7.8,32.4,-6.9%,45.2%,-0.4%,1.9

# Single values from the results shown:
# O=c1c2c(nc3cc(-c4cccc(F)c4)[nH]n13)CCC2 – HCMV inh: 6.0
# COc1cc2c(cc1OC)CN(C(=O)CN1CCN(S(=O)(=O)c3ccc(C)c(C)c3)CC1)CC2 – HCMV inh: -16.8

# Assay outcomes: PubChem, National Center for Advancing Translational Sciences (NCATS)
